Screening results deposited in PubChem by several laboratories.
CDK5 p35 inh – blocks human CDK5/p35 kinase activity. Q00535+Q15078. Recombinant CDK5/p35, ADP-Glo luminescence, 60 min. inhibition, % at 10 µM. 330,000 tested, 0.01% active;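 active = highest replicate inhibition of at least 50% and at least 75% of replicates reaching 50%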;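 also: plate controls were DMSO neutral control for no effect and GW8510 at 10 µM for full effect; many of its hits are not listed in these tables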
dFosB act – mouse delta FosB homodimer activation | purified delta FosB, TAMRA-CDK5 oligo fluorescence polarization; percent of positive-control signal above neutral wells | activation, % at 25 µM | 340,000 tested, 0.99% active;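 active = mean activation above about 17%, with every replicate also reaching it, limit read from the data, passing the limit was not always enough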;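 also: fluorescence polarization rise as delta FosB binds a TAMRA Cdk5 AP-1 oligo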
HTR5A ag ctr – activates human HTR5A in OPRM1-OPRD1 agonist counter-screen. activation, % at 9.3 µM. P47898. 340,000 tested, 0.61% active. HTR5A agonist assay, luminescence, cell-based; in the data active = activation mostly above about 9.5%, no sharp cut-off; inactive = mostly below about 7.6%;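 also: 0% = cells with vehicle only and 100% = reference agonist; strong numbers were not always called active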
SR-BI HDL uptake – blocks mouse SR-BI lipid uptake from DiI-HDL; Q61009; 320,000 tested, 0.96% active; inhibition, % at 12.5 µM; AID 488896; ldlA[mSR-BI] CHO cells, DiI-HDL uptake fluorescence, 3 h;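 active = mean replicate inhibition of at least 70% and a set share of replicates each scoring 70 or more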;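 also: 0% = median of neutral control wells and 100% = median of positive control wells; values of inactives mirror those of a sister screen read the other way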
Target sequence (Q61009 whole entry, looked up): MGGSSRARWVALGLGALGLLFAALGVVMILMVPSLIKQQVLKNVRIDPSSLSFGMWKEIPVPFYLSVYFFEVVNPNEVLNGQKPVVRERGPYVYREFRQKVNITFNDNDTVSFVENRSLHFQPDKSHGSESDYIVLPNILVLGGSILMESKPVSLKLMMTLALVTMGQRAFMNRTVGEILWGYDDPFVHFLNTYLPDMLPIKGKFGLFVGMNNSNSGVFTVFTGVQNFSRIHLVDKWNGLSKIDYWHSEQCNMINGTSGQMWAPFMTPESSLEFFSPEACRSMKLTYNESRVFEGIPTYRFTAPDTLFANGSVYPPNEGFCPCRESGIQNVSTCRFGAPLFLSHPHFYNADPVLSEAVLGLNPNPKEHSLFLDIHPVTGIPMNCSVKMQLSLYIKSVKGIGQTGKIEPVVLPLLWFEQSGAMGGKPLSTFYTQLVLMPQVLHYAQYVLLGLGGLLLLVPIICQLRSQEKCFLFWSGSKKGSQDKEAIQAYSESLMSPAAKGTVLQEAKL
PvdQ inh – blocks Pseudomonas aeruginosa PvdQ acylase activity | inhibition, % at 10 µM | 340,000 tested, 0.063% active | purified PvdQ acylase, fluorescence plate reader; in the data active = inhibition above about 30%, passing the limit was not always enough;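 also: 0% = vehicle neutral wells and 100% = reference inhibitor wells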
SR-BI uptake up – activators of SR-BI mediated HDL lipid uptake; CHO ldlA[mSR-BI] cells, DiI-HDL uptake fluorescence, 3 h; 100 = double the neutral-control signal; activation, % at 12.5 µM; 320,000 tested, 0.096% active; AID 504775;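 active = mean replicate activation of at least 60% and every replicate at or above 60%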;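 also: 0% = median plate neutral-control signal and 100% = twice that signal; values of inactives mirror those of a sister screen read the other way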
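Material: SR-BI-overexpressing, LDLR-lacking CHO cells | Dosing: Single compound concentration, delivered by pin transfer | Probe or stimulus: Labelled HDL, 10 µg/mL | Signal: Bottom-read cell fluorescence after medium removal, ex 550/em 595 nm | Schedule: 3 h, 37 °C | Evaluation: HDL uptake via cellular fluorescence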
Wnt bcat act – activates Wnt/beta-catenin signaling in a reporter cell assay. activator, plate reader. activation, % at 9.35 µM. 300,000 tested, 1.2% active; in the data active = activation above about 30%, passing the limit was not always enough;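 also: 0% = neutral control wells and 100% = positive control wells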
MITF act – increases MITF-driven TRPM1 promoter luciferase signal; SK-MEL-5 TRPM1-promoter luciferase, 24 h; % of positive control, neutral wells = 0; activation, % at 12.5 µM; 300,000 tested, 0.75% active; AID 588334;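 active = mean activation of at least 80% with every replicate also reaching 80%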;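 also: 0% = neutral control wells and 100% = parthenolide positive control wells; values of inactives mirror those of a sister screen read the other way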
cardiac RTF act – increases calcium sensitivity of human cardiac regulated thin filaments | P19429+P45379 | IANBD-labeled TnC RTF fluorescence at EC20 calcium; 0% EC20 calcium, 100% full calcium | activation, % at 7.2 µM | 340,000 tested, 0.24% active;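 active = activation above the mean over all tested compounds plus 3 SD, cut at about 30% in these data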;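 also: rise in fluorescence read as greater calcium sensitivity of cardiac thin filaments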
Rtt109 HAT inh – inhibitors of Candida albicans Rtt109/Vps75 histone acetyltransferase; purified Rtt109/Vps75, ThioGlo CoA-SH fluorescence, 4 h; inhibition, % at 34.9 µM; 330,000 tested, 0.16% active; AID 540336;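 active = inhibition of at least 50% in every replicate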
Target sequence (Q5AAJ8 whole entry, looked up): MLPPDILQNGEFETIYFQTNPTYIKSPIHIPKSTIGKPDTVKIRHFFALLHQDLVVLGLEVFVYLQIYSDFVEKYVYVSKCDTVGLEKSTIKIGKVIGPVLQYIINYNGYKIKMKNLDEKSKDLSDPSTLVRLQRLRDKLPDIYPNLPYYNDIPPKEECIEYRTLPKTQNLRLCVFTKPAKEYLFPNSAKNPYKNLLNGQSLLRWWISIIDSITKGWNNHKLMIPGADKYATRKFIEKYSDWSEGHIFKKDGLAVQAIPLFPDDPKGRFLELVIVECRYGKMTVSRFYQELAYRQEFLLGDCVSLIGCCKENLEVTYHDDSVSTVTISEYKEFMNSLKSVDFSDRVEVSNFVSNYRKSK
* marks the source's active call; other numbers are inactive results; x = not tested or not shown; & = joins results of further samples.

SMILES	CDK5 p35 inh	dFosB act	HTR5A ag ctr	SR-BI HDL uptake	PvdQ inh	SR-BI uptake up	Wnt bcat act	MITF act	cardiac RTF act	Rtt109 HAT inh
COc1ccc(NC(=O)CSc2nnc(Cn3nnc4ccccc43)n2C)cc1	-1.0	6	6	5	2	x	x	-5	0	-8
FC(F)Oc1ccc(C2=Nn3c(nnc3-c3ccccc3Cl)SC2)cc1OCC1CC1	-0.9	-7	0	-3	-12	3	-2	17	8	-1
CCCS(=O)(=O)n1nc(-c2ccc(C)cc2)cc1N	-3.2	0	2	16	-15	-19	3	x	2	0
CCOC(=O)C1=C(C)NC2=C(C(=O)c3ccccc32)C1c1ccc(O)cc1 (stereo not drawn)	-0.1	-3	-2	-27	-14	27	-6	0	3	5
CCOC(=O)C(=O)c1cn(C2OCC(OC(C)=O)C(OC(C)=O)C2OC(C)=O)c2ccccc12 (stereo not drawn)	x	-3	-2	-1	10	1	x	0	-1	-10
COc1ccc(CC(=O)Nc2c3c(nn2-c2cccc(C)c2C)CS(=O)C3)cc1 (stereo not drawn)	0.1	-7	0	-11	-7	11	x	2	5	-6
CSc1nc2c(c(=O)[nH]1)C(c1ccncc1)C(C(=O)OC(C)C)=C(C)N2 (stereo not drawn)	x	-16	-4	-2	6	2	x	-3	-3	1
O=C(CNS(=O)(=O)c1cccc(F)c1)OCC(=O)N1CCCC1=O	2.0	1	-3	-22	-6	22	0	13	7	-6
CC1CCCC(NC(=O)C2CCN(C(=O)Nc3ccccc3)CC2)C1C (stereo not drawn)	-0.6	-13	5	1	-2	-1	1	1	-6	-12
Nc1nonc1-n1nnc(C(=O)N/N=C/c2ccccc2F)c1CN1CCc2ccccc21	-5.4	-11	-2	-4	-20	4	0	-5	-1	2
CC(C)c1nc2ccc(Br)cn2c1NC1CCCC1	-0.8	-5	-3	9	-6	-9	-1	-7	6	-3
C/C(=N/NC(=O)CNC(=O)c1ccccn1)c1ccc([N+](=O)[O-])cc1	-0.6	-1	0	80*	-11	-80	-2	-16	0	1
CCN(C(=O)CCc1ccccc1)C1CCCCC1	1.6	-2	-8	-11	-16	11	0	-2	0	-1
Cc1ccn2c(NC3CCCCC3)c(-c3cccc(SC4CCCCC4)c3)nc2c1	2.3	3	3	61	-13	-61	-13&-1	8	4	-3
O=C(Nc1cccnc1)c1cc(S(=O)(=O)N2CCOCC2)ccc1Br	0.3	-3	2	-14	6	14	3	8	0	-14
CC(OC(=O)Cc1ccc(Br)cc1)C(=O)NC1CCCC1 (stereo not drawn)	2.6	3	4	-3	6	3	-1	0	-9	-2
O=C(Cn1cc2c(n1)CCCCC2)NCc1ccccc1	-0.6	-4	-2	-18	-2	18	-2	x	4	1
Cc1ccc(-c2noc(CSc3nnc(-c4cccs4)n3C)n2)cc1	0.3	-5	3	-16	-12	16	x	x	4	15
COc1ccc(S(=O)(=O)N(C)CC(=O)NCc2ccc3c(c2)OCO3)cc1	-3.2	-3	-2	x	-11	x	3	-5	2	-1
CCCCNC(=O)C1CCCN(S(=O)(=O)CC)C1 (stereo not drawn)	-1.9	2	1	-2	-9	2	0	-3	-5	1
CCN(CC)c1ccc(S(=O)(=O)N2CCOCC2)cc1NC(=O)CNCc1ccccc1	-4.7	-1	3	-7	4	7	-4	-13	-2	4
CC(C)CN(C(=O)CCC(=O)OCC(=O)NCCc1ccccc1)c1c(N)n(CC(C)C)c(=O)[nH]c1=O	-3.0	-5	-1	-1	-14	1	1	8	1	3
C[C@H](NC(=O)C1CC(=O)N(c2ccc3c(c2)OCCO3)C1)C(=O)NCc1ccco1 (stereo partly drawn)	0.1	0	-7	-3	-12	3	2	8	1	-3
COCc1cc(=O)[nH]c2cc(NC(=O)c3cccc(OC)c3)c(C)cc12	-1.2	6	0	1	3	-1	3	3	-3	-3
CCCC(C)C(=O)OCC(=O)NCc1ccc(OC)c(OC)c1 (stereo not drawn)	0.4	1	-2	-7	-1	7	-1	0	0	-6

The list goes on.
SMILES	CDK5 p35 inh	dFosB act	HTR5A ag ctr	SR-BI HDL uptake	PvdQ inh	SR-BI uptake up	Wnt bcat act	MITF act	cardiac RTF act	Rtt109 HAT inh
Cc1ccc(OC(=O)c2cccc([N+](=O)[O-])c2)c(-n2nc3ccccc3n2)c1	1.2	11	-2	0	8	0	43*	76	8	0
Cc1c(C(=O)O)sc(=S)n1-c1ccc(Cl)cc1	-1.7	2	0	-27	-8	27	x	-6	-9	-2
COc1cccc(NC(=O)CN(C)C(=O)c2cc(-c3ccc(C)o3)nc3ccccc23)c1	-0.6	-16	4	24	-10	-24	-1	10	3	-132
Cc1cc(S(=O)(=O)N(Cc2ccc(C(C)C)cc2)CC2CCCO2)ccc1-n1cnnn1 (stereo not drawn)	0.3	-13	-3	6	-14	-6	x	-4	3	0
NC(=O)C(C1=CCCCC1)c1ccccc1 (stereo not drawn)	-0.8	6	10	-16	3	16	-2	-2	0	-3
Cc1nnc(SCCn2c(Br)nc3c2c(=O)[nH]c(=O)n3C)s1	0.4	-1	3	-15	-15	15	-2	-4	0	1
Cn1ccnc1SCC(=O)NC1CCCC1	0.3	1	5	x	-6	x	1	-4	-4	-22
CCOC(=O)c1sc2nc3c(cc2c1N)COC(C)(CC)C3 (stereo not drawn)	1.2	-8	2	-20	-16	20	58*	x	10	-8
COc1cccc2c1Oc1cc([N+](=O)[O-])cc(N(C)C(C)=O)c1C=C2	0.6	-8	1	3	18	-3	-1	-21	-8	6
CC(=O)Nc1ccc(NS(=O)(=O)c2ccc(Cl)c(C(=O)O)c2)cc1	-1.1	-9	0	-17	1	17	1	-2	-3	-1
O=C(CCCCCCN1C(=O)c2ccccc2C1=O)N1CCC(c2ccccc2)C1 (stereo not drawn)	-1.3	-7	-2	11	-8	-11	x	-4	2	-10
CCOc1ccc(NC(=O)CN(C)C(=O)c2cc3c(s2)CCCCC3)cc1OCC	0.5	-4	6	30	2	-30	-1	-8	4	7
CCOc1ccc(CNC(=O)C2Cc3cc(S(=O)(=O)N4CCCCC4)ccc3N2C(C)=O)cc1 (stereo not drawn)	0.4	-8	1	-3	24	3	1	6	1	4
CCCn1c(CCc2ccccc2)nnc1SCC(=O)N1CCOCC1	-0.9	-1	-2	4	-17	-4	-2	2	-2	-6
CCOc1ccccc1N1CCN(C/C=C/c2ccc(N(C)C)cc2)CC1	0.6	-3	1	7	-10	-7	x	4	0	5
CC12CC3(C)CC(C)(C1)CC(C(=O)NC(=S)N1CCOCC1)(C2)C3	-14	-5	0	-7	-23	7	-1	-5	15	1
Cc1ccc(N2C(=O)C3N=NN(CC(=O)N4N=C(c5ccccc5)CC4c4ccccc4)C3C2=O)cc1 (stereo not drawn)	-0.8	-1	-3	28	-1	-28	1	5	1	1
CC(OC(=O)c1nsc(Cl)c1Cl)C(=O)NCc1ccco1 (stereo not drawn)	-0.9	2	3	-5	8	5	-3	5	2	-7
CCNc1nc(-c2ccc(Cl)cc2)cs1	0.5	-1	-1	x	11	x	x	111*	-11	-4
CN1CCC(NC(=O)c2cccs2)CC1	0.8	-3	5	-15	-9	15	1	-19	6	-4
Cc1cccc(N=C2SC(C)CN2C(=O)CN2C(=O)NC3(CCCC3)C2=O)c1 (stereo not drawn)	1.6	-10	-3	0	-16	0	4	34	-14	-2
CC(NC(=O)COC(=O)Cc1ccsc1)C1CC2CCC1C2 (stereo not drawn)	0.3	-3	1	5	-14	-5	x	-11	4	-2
COc1ccc(C(=O)Nc2cc3c(cc2N2CCCCC2)n(C)c(=O)n3C)cc1OC	0.0	-8	-3	59	7	-59	-1	13	-9	-4
CCCc1ccc(-c2cc(C(=O)Nc3ccc([N+](=O)[O-])cn3)c3ccccc3n2)cc1	-6.9	0	2	67	-21	-67	x	35	14	2
NS(=O)(=O)c1ccc(NC(=O)COC(=O)COc2cccc(C(F)(F)F)c2)cc1	1.2	2	4	-14	-8	14	-2	2	0	4

Arranged by SMILES length (smallest number first): part of the list above.
SMILES	CDK5 p35 inh	dFosB act	HTR5A ag ctr	SR-BI HDL uptake	PvdQ inh	SR-BI uptake up	Wnt bcat act	MITF act	cardiac RTF act	Rtt109 HAT inh
O=C(CCCCCCN1C(=O)c2ccccc2C1=O)N1CCC(c2ccccc2)C1 (stereo not drawn)	-1.3	-7	-2	11	-8	-11	x	-4	2	-10
CCOC(=O)C1=C(C)NC2=C(C(=O)c3ccccc32)C1c1ccc(O)cc1 (stereo not drawn)	-0.1	-3	-2	-27	-14	27	-6	0	3	5
CCOC(=O)C(=O)c1cn(C2OCC(OC(C)=O)C(OC(C)=O)C2OC(C)=O)c2ccccc12 (stereo not drawn)	x	-3	-2	-1	10	1	x	0	-1	-10

(cont.)
SMILES	CDK5 p35 inh	dFosB act	HTR5A ag ctr	SR-BI HDL uptake	PvdQ inh	SR-BI uptake up	Wnt bcat act	MITF act	cardiac RTF act	Rtt109 HAT inh
CC(=O)OC1CC(C)N(C(=O)c2ccccc2)c2ccc(C)cc21 (stereo not drawn)	-0.7	-3	2	-30	-3	30	0	-14	0	1
O=C(NCC(c1cccs1)N1CCOCC1)c1cnc(Cl)c(Cl)c1 (stereo not drawn)	-0.7	4	-1	-21	-6	21	0	-10	-2	-4
Cc1ccccc1CN1CCc2cc([N+](=O)[O-])ccc21	3.5	-9	3	x	-10	x	-9	-4	-1	1
C[C@]12c3[nH]c4cc(-c5ccco5)ccc4c3CCN1C(=O)[C@@H](CC(=O)NCC13CC4CC(CC(C4)C1)C3)C[C@@H]2C(=O)N1CCOCC1	3.6	-17	-2	13	-3	-13	-4	-21	-3	-1
CN(C(=O)CSc1nc2ccccc2n1C)C1CCS(=O)(=O)C1 (stereo not drawn)	1.1	7	-2	-18	-17	18	4	7	0	-2
O=C(OCC(=O)N1CCOCC1)c1cccc(S(=O)(=O)Nc2ccc(F)cc2)c1	-2.7	5	4	-1	7	1	2	-3	-3	8
CCc1ccc2c(CN(C)Cc3ccc(OC(F)F)c(OC)c3)cc(=O)oc2c1	0.9	-2	3	3	-12	-3	-1	-16	7	-20
O=C(c1cc(-c2cccc(Cl)c2)on1)N1CCN(c2ccccc2)CC1	2.2	-5	0	-8	6	8	9	2	-6	-1
CCn1cc(C(=O)N2CCN(c3ccc(OC)cc3)CC2)c(=O)c2cc(S(=O)(=O)N3CCOCC3)ccc21	x	-1	0	-23	-6	23	0	3	2	-10
Cc1ccc(Cn2cc(S(=O)(=O)c3ccc(C(C)C)cc3)c(=O)c3cc4c(cc32)OCO4)cc1	1.3	-6	1	-12	4	12	0	-4	2	20
CC(C)CNC(=O)Cn1c(=O)c2c(ncn2CC(C)C)n(Cc2ccccc2)c1=O	0.6	-3	1	11	-15	-11	0	7	1	-11
CCc1nnc2n1N=C(c1ccc(Cl)cc1Cl)CS2	1.0	-2	-1	x	-19	x	-3	-11	3	8
CC(=O)Nc1ccc(-c2nc3ccccc3c(=O)o2)cc1	0.0	-23	5	-19	-8	19	1	7	-4	1
O=c1c2cc(N3CCOCC3)ccc2[nH]c(=S)n1CCN1CCCC1	1.8	-5	7	-9	-6	9	x	x	-3	-35
CCC(C)NC(=O)c1ccc(CN2CCc3ccccc3C2)cc1 (stereo not drawn)	0.9	-5	-4	x	-12	x	-1	-5	5	-4
COc1ccc2c(Cl)c(-c3nnc4n3CCCCC4)sc2c1	0.3	-9	4	45	-6	-45	x	1	-2	10
